# Screens deposited in PubChem BioAssay by several laboratories.
# EBV LMP1 NFkB = Epstein-Barr LMP1 NF-kappaB reporter inhibition; LMP1-induced NF-kappaB luciferase reporter cells, luminescence; inhibition, % at 12.5 µM; 350,000 tested, 0.69% active; in the data active = inhibition above about 41%;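 note: 0% = neutral control wells and 100% = reference inhibitor control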
# TLR9-MyD88 inh = blocks human TLR9 binding to MyD88; AID 504734; inhibition, % at 4.98 µM; 340,000 tested, 0.21% active; Q9NR96+Q99836; CHO BLA complementation TLR9-MyD88, CCF4 FRET ratio;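 active = inhibition above the mean over all tested compounds plus 3 SD, cut at about 21% in these data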;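 note: 0% = DMSO only wells and 100% = clavulanate BLA inhibitor control wells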
# NOD2 RIPK2 PPI = blocks binding of human NOD2 to RIPK2. inhibition, % at 4.98 µM. 360,000 tested, 0.38% active. CHO BLA complementation NOD2-RIPK2, CCF4 ratio. O43353; in the data active = inhibition above about 21%;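 note: 0% = vehicle only and 100% = reference blocker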
# LRH-1 inv ag = NR5A2 inverse agonism in reporter assay | HEK293T StAR-luciferase reporter, LRH-1 transfected, 24 h | 360,000 tested, 0.13% active | inhibition, % at 3.6 µM | O00482;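 active = inhibition above the mean inhibition of all tested compounds plus 3 SD, cut at about 73% in these data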;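 note: 0% = DMSO wells and 100% = reporter-only cells lacking LRH-1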
# MC4R antagonist = antagonists of human melanocortin 4 receptor (MC4R) | MC4R-expressing cells, MTII-stimulated cAMP, LANCE TR-FRET | inhibition, % at 6.5 µM | 360,000 tested, 0.48% active | AID 540295;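 active = inhibition above its plate's cutoff, the mean of tested wells on that plate plus 3 SD, cut at about 29% in these data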;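 note: 0% = Melanotan II alone and 100% = Melanotan II plus saturating MCL0020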
#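 Assay system: U2OS cells stably expressing human melanocortin 4 receptor (MC4R) / Dosing: 6.5 µM / Timing: compound 30 min, challenge 1 h, detection 1 h / Measured by: Eu-cAMP/anti-cAMP TR-FRET, emission 671 nm / Replicates: singlicate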
# SRC3 inh = inhibitors of human steroid receptor coactivator 3 (SRC3) | Q9Y6Q9 | inhibition, % at 3.6 µM | AID 588352 | HEK293 GAL4-SRC3 luciferase reporter, luminescence | 360,000 tested, 0.17% active;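 active = inhibition above a per-campaign cutoff, the mean of all compounds plus 3 SD, cut at about 60% in these data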;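 note: 0% = DMSO-treated cells and 100% = gossypol-treated cells at 36 µM; higher means less SRC3-driven luciferase light from the GAL4 reporter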
# Target sequence (Q9Y6Q9 whole entry, looked up, the tested form may be a part): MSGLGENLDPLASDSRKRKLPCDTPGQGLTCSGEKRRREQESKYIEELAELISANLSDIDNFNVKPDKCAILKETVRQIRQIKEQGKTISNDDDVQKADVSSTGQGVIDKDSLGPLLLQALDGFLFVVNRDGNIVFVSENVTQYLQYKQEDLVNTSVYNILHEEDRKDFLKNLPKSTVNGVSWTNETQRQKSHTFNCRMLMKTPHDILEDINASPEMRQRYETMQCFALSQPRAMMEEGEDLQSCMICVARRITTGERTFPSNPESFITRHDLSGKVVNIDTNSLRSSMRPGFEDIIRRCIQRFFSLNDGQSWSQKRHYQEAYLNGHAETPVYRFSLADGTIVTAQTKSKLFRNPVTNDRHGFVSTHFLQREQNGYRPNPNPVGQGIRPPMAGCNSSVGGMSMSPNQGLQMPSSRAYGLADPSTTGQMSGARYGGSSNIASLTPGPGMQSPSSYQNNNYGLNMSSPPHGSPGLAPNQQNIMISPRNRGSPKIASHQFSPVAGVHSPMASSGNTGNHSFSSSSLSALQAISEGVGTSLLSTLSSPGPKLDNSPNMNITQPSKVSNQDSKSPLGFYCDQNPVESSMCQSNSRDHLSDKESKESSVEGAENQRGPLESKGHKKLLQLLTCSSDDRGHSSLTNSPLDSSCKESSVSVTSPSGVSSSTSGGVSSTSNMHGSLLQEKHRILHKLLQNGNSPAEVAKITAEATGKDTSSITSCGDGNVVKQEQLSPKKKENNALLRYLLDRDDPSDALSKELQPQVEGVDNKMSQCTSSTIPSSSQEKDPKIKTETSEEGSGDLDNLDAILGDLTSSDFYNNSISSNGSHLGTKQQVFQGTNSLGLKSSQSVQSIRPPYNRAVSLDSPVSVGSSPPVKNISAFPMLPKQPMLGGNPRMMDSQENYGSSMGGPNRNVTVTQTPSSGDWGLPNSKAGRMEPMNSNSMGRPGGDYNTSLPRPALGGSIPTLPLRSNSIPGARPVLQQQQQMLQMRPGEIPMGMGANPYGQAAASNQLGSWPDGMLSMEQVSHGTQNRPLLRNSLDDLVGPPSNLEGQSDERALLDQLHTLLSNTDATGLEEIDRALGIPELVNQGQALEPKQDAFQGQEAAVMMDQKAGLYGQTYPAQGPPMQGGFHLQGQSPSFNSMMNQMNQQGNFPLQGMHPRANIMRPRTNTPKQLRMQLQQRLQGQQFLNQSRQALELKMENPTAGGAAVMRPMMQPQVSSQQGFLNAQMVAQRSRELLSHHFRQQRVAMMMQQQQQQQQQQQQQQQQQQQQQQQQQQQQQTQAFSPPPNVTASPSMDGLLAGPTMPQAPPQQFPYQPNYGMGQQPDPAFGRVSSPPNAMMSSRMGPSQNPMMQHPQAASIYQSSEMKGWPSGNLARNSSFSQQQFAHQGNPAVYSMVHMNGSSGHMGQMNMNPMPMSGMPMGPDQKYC
# SRC1 inh = inhibits human SRC1 coactivator; inhibition, % at 3.6 µM; HEK293 GAL4-SRC1 luciferase reporter, luminescence; 360,000 tested, 0.12% active;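 active = inhibition above the campaign mean plus 3 SD, with each screening campaign given its own cutoff, cut at about 60% in these data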;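 note: 0% = DMSO treated cells and 100% = gossypol at 36 µM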
# ABHD5-PLIN5 inh = blocks binding of human ABHD5 to perilipin-5. Q00G26+Q8WTS1. Split G. princeps luciferase complementation, luminescence, 4 h. inhibition, % at 4 µM. 360,000 tested, 0.78% active;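 active = inhibition above the mean inhibition across every tested compound plus 3 SD, cut at about 22% in these data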;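 note: 0% = DMSO only wells and the 100% control is not disclosed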
# MC4R ag barr = agonists of human melanocortin 4 receptor (MC4R) beta-arrestin; P32245; U2OS MC4R beta-arrestin complementation, luminescence; percent of melanotan II response, DMSO zero; activation, % at 8.9 µM; 360,000 tested, 0.98% active; AID 540308;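 active = activation above a per-plate cutoff, the mean activation of sample wells on that plate plus 3 SD, cut at about 8% in these data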
# COUP-TFII inh = inhibitors of human COUP-TFII (NR2F2). AID 686940. 370,000 tested, 0.7% active. P24468. inhibition, % at 8.6 µM. HEK293T NGFI-A luciferase reporter, luminescence;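 active = inhibition above a per-plate cutoff, mean inhibition of test wells between control levels plus 3 SD, cut at about 38% in these data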;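 note: cells cotransfected with COUP-TFII expression vector driving the NGFI-A reporter; 0% = median of COUP-TF2 test wells and 100% = reporter-only cells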
# SRC2 inh = human SRC2 (NCOA2) inhibition | Q15596 | inhibition, % at 9 µM | HEK293 GAL4-SRC2 luciferase reporter, luminescence | 370,000 tested, 0.17% active;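 active = inhibition above the mean inhibition of all tested compounds plus 3 SD, set per campaign, cut at about 52% in these data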;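 note: 0% = DMSO treated cells and 100% = cells given Gossypol at 36 µM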
# * hit, by the source's call; / = not tested or not shown. Not all compounds are listed. The share of hits here may be higher or lower than overall.
SMILES,EBV LMP1 NFkB,TLR9-MyD88 inh,NOD2 RIPK2 PPI,LRH-1 inv ag,MC4R antagonist,SRC3 inh,SRC1 inh,ABHD5-PLIN5 inh,MC4R ag barr,COUP-TFII inh,SRC2 inh
Cc1ccc(C)c(NC(=S)N/N=C2\CCc3ccccc32)c1,13,-2,3,-6,1,1,-9,-9,-3.5,-9,11
CCc1ccc(NC(=O)C(C)OC(=O)CCC(=O)c2cccs2)cc1 (configuration not stated),6,-11,-4,-3,-1,11,-9,0,1.3,5,0
CCOC(=O)C(NC(=O)N1CCCCC1)(c1ccccc1)C(F)(F)F (configuration not stated),0,7,-13,20,4,16,-2,-1,0.0,-18,-8
COC(=O)[C@H](CCSC)NC(=O)NCc1ccccc1F,-2,-7,-14,24,23,-24,-8,2,-0.7,-3,-13
Cc1cc(-c2cccs2)n[nH]1,-5,0,-7,-7,-4,-22,-15,-2,-2.5,6,-12
CC(=O)N1c2c(cc(Br)cc2S(=O)(=O)NCC2COc3ccccc3O2)CC1C (configuration not stated),20,2,-1,-3,4,-12,-12,-3,-1.4,11,9
CCOC(=O)C1=C(COC(=O)Cc2ccc(Cl)cc2)NC(=O)NC1C (configuration not stated),0,-11,7,-23,7,28,-7,10,-1.2,-7,-18
COc1ccc(-n2nnnc2/C=C\Nc2ccccc2C(=O)c2ccccc2)cc1,13,-2,7,3,-1,16,-17,0,-0.8,0,-16
CCOc1cccc2sc(N(CCCN(C)C)C(=O)c3ccc(S(=O)(=O)N(CC)Cc4ccccc4)cc3)nc12,-21,-6,7,-5,6,0,2,23*,3.0,9,26
COc1ccc(-c2nc3cc(C)ccn3c2NCC2CCCO2)cc1OC (configuration not stated),1,-15,11,0,-3,17,-17,-12,-1.1,1,-19
Cc1ccccc1Nc1scc(-c2ccc(Cl)cc2)[n+]1-c1ccccc1C,-10,3,-10,24,12,22,1,-16,-2.7,19,1
NNC(=O)Cn1c(-c2ccccc2)cc2ccccc21,-2,-6,7,-12,5,-6,-56,-5,2.7,-15,-36
Cc1ccc(OCC(=O)NNC(=O)CSc2nnc(-c3ccc(C)cc3)n2C)cc1,0,-3,-22,-8,0,6,-12,-1,-2.1,12,13
Nc1c(C=C2C=CC(=O)C=C2)c(=O)nc2sc(CC(=O)N3CCOCC3)nn12,-6,-3,2,3,0,3,-3,-1,-1.6,-2,17
CCC(C)(C)NC(=O)CN(C(=O)CNS(=O)(=O)c1ccccc1)c1ccc2c(c1)OCCO2,0,-14,5,1,8,6,-14,4,0.1,16,4
c1ccc(CNc2ncnc3sc4c(c23)CCC4)nc1,4,4,-7,8,2,2,-12,5,1.3,6,-4
CCOc1nc(-c2ccccc2)ccc1-c1noc(-c2ccc(OC)c(OC)c2)n1,1,-4,-14,14,9,9,-10,4,0.7,-6,-20
O=C(NC(=S)N1CCN(Cc2ccc3c(c2)OCO3)CC1)c1ccc(Cl)cc1,1,-2,7,8,-1,-2,-6,-6,-1.0,0,-59
COc1ccc(C(=O)Nc2ccccc2NC(=O)c2ccco2)c(OC)c1,9,0,-10,20,0,14,5,3,-0.5,7,-2
CN(C)C(=O)Cn1c(SCC(=O)NC2CCCCC2)nc2ccccc21,-6,10,-3,-10,3,-13,-22,4,1.7,2,-4
OC(c1ccc(-c2ccccc2)cc1)c1ncc(-c2ccc(C(F)(F)F)cc2)[nH]1 (configuration not stated),/,/,9,-1,11,4,9,-18,9.5*,4,-14
COC(=O)C1=C[C@@H](C(=O)OC)[C@@H]2C3=C(C(=O)[C@]2(CC(C)C)NC(=O)c2ccccc2)[C@H](C)n2c(=O)n(-c4ccccc4)c(=O)n2[C@@H]3C1,-3,2,5,6,-7,-7,0,0,-1.7,-3,3
CC1=C(C(=O)Nc2cccc(C(=O)NC(C)c3ccccc3)c2)SCCO1 (configuration not stated),-3,6,-2,15,9,-10,-5,-1,-1.2,4,10
COc1ccc(NC(=O)CSc2n[nH]c(-c3ccccn3)n2)cc1,-2,3,-10,42,-5,-1,4,6,0.3,22,2
Cn1cccc1-c1cc(C(=O)N/N=C/c2cccc(O)c2)[nH]n1,-1,19,9,-15,18,-9,0,1,-2.1,-32,-13
O=C(O)CSc1cc(C(=O)c2ccccc2O)cn2c(=O)c3c(-c4ccccc4)csc3nc12,-14,3,4,-5,28,12,14,1,-1.6,-6,2
CCN1C(=O)NC2=C(C(=O)c3ccccc32)C1c1ccccc1F (configuration not stated),12,2,1,4,12,2,7,-1,-1.6,5,18
Cc1nc(SCCO)c([N+](=O)[O-])[nH]1,-2,-1,-14,6,1,16,5,8,1.9,-6,-18
Cc1nc(N)sc1C(=O)N/N=C/c1c[nH]c2ccccc12,-8,2,0,-5,0,2,-12,-1,3.7,-30,-51
Cc1ccc(CNC(=O)CNC(=O)c2ccco2)cc1,-2,-12,-4,-1,3,8,15,-5,1.0,-22,-3

# In a second layout: entries from further up
SMILES | EBV LMP1 NFkB | TLR9-MyD88 inh | NOD2 RIPK2 PPI | LRH-1 inv ag | MC4R antagonist | SRC3 inh | SRC1 inh | ABHD5-PLIN5 inh | MC4R ag barr | COUP-TFII inh | SRC2 inh
COc1ccc(C(=O)Nc2ccccc2NC(=O)c2ccco2)c(OC)c1 | 9 | 0 | -10 | 20 | 0 | 14 | 5 | 3 | -0.5 | 7 | -2
CN(C)C(=O)Cn1c(SCC(=O)NC2CCCCC2)nc2ccccc21 | -6 | 10 | -3 | -10 | 3 | -13 | -22 | 4 | 1.7 | 2 | -4
OC(c1ccc(-c2ccccc2)cc1)c1ncc(-c2ccc(C(F)(F)F)cc2)[nH]1 (configuration not stated) | / | / | 9 | -1 | 11 | 4 | 9 | -18 | 9.5* | 4 | -14
COC(=O)C1=C[C@@H](C(=O)OC)[C@@H]2C3=C(C(=O)[C@]2(CC(C)C)NC(=O)c2ccccc2)[C@H](C)n2c(=O)n(-c4ccccc4)c(=O)n2[C@@H]3C1 | -3 | 2 | 5 | 6 | -7 | -7 | 0 | 0 | -1.7 | -3 | 3
CC1=C(C(=O)Nc2cccc(C(=O)NC(C)c3ccccc3)c2)SCCO1 (configuration not stated) | -3 | 6 | -2 | 15 | 9 | -10 | -5 | -1 | -1.2 | 4 | 10
COc1ccc(NC(=O)CSc2n[nH]c(-c3ccccn3)n2)cc1 | -2 | 3 | -10 | 42 | -5 | -1 | 4 | 6 | 0.3 | 22 | 2
Cn1cccc1-c1cc(C(=O)N/N=C/c2cccc(O)c2)[nH]n1 | -1 | 19 | 9 | -15 | 18 | -9 | 0 | 1 | -2.1 | -32 | -13
O=C(O)CSc1cc(C(=O)c2ccccc2O)cn2c(=O)c3c(-c4ccccc4)csc3nc12 | -14 | 3 | 4 | -5 | 28 | 12 | 14 | 1 | -1.6 | -6 | 2
CCN1C(=O)NC2=C(C(=O)c3ccccc32)C1c1ccccc1F (configuration not stated) | 12 | 2 | 1 | 4 | 12 | 2 | 7 | -1 | -1.6 | 5 | 18

# Going on with the list.
SMILES,EBV LMP1 NFkB,TLR9-MyD88 inh,NOD2 RIPK2 PPI,LRH-1 inv ag,MC4R antagonist,SRC3 inh,SRC1 inh,ABHD5-PLIN5 inh,MC4R ag barr,COUP-TFII inh,SRC2 inh
O=C(COc1cccc2ccccc12)NNC(=O)[C@@H]1CCCC[C@@H]1C(=O)O,-7,-9,-2,0,-5,-26,-11,9,0.7,4,1
COc1ccc(C(C)=O)cc1Cn1c(C)c(C(=O)NCc2ccc(C(C)C)cc2)sc1=O,/,/,0,-10,-2,-1,-14,3,2.6,18,-4
COc1ccc(NC(=O)c2cncc(Br)c2)c(S(=O)(=O)N2CCOCC2)c1,-3,5,-31,2,7,7,10,-5,-1.4,-4,0
COc1cc(/C=N/Nc2ccccc2[N+](=O)[O-])cc(OC)c1O,6,-12,-4,-18,-12,-62,-39,15,10.0*,-31,-53
Cc1ccc(CN2C3CCCC2CC(NC(=O)c2ccc(F)cc2)C3)cc1 (configuration not stated),-19,-6,-4,11,7,7,-9,4,-0.7,-18,-15
Cc1ccc(SCC(=O)OCC(=O)NCc2cccs2)cc1,3,5,-3,2,3,-1,-6,3,-3.9,-6,-4
CCOC(=O)N1CCN(S(=O)(=O)N2CCCC(C(=O)NCCc3ccc(OC)c(OC)c3)C2)CC1 (configuration not stated),0,8,10,19,12,13,-9,-4,0.3,-14,8
Cc1cccc(CNC(=O)c2sc(=O)n(Cc3ccccc3C)c2C)c1,/,/,7,21,7,10,-31,2,0.2,-2,-25
COc1cc(CCc2ccc3c(c2)OCO3)oc(=O)c1,-9,-7,-2,-4,10,7,-23,4,-1.8,-2,-27
CC(=O)c1cccc(NC(=O)CN2C(=O)NC3(CCCCCCC3)C2=O)c1,-9,-1,-8,-12,4,-1,4,2,0.1,-2,7
Cc1ccc(OCc2nc(-c3cccnc3)no2)cc1C,-34,-4,-7,-22,5,-21,-27,-1,-1.1,-27,-18
Clc1cccc(-c2cccc3nccn23)c1,/,/,-2,0,-5,8,8,2,0.0,-23,-1
COc1ccc(S(=O)(=O)N2CCOC23CCN(S(=O)(=O)c2ccc(C)cc2)CC3)cc1,5,-1,5,13,9,-5,7,-2,3.0,-16,-12
C/C(=N/NC(=O)c1nnn(-c2nonc2N)c1CSc1ccc(C)cc1)c1ccncc1,0,-4,14,8,3,0,-7,2,-1.9,3,-13
CCCNC(=O)CC(NS(=O)(=O)c1ccc(NC(C)=O)cc1)C(C)C (configuration not stated),-4,0,5,12,4,14,-22,-4,-0.8,-8,19
CN(C(=O)c1cc(COc2ccc(F)cc2Cl)on1)C1CCOC1 (configuration not stated),3,7,-1,-1,-2,-13,-2,1,-1.2,-20,1
COc1ccccc1CNC(=O)COC(=O)C1CC1,-11,-13,-5,0,-2,0,-1,7,-0.7,-10,-31
CCOc1ccc(C(=O)Nc2cccc(-c3nc4cccnc4o3)c2)cc1Cl,-7,-4,-9,10,9,8,7,6,6.1,/,/
O=[N+]([O-])c1cc(F)cc(F)c1Nc1cc(F)cc(F)c1,-5,4,0,28,0,-13,0,-2,-0.1,33,9
COC(=O)c1ccc(-n2c(C)cc(C(=O)COC(=O)C3=COCCO3)c2C)cc1,3,2,2,17,5,-16,-2,3,-0.9,3,17
O=C(NC(=S)Nc1nc(-c2ccc(Br)cc2)cs1)c1ccco1,-6,9,-9,-8,9,-20,4,-4,0.0,-30,-22
CC(C)OC(=O)c1ccc(N2CCN(c3ccccc3F)CC2)nc1,5,10,-4,-11,-11,-14,1,-2,1.1,-3,0
Cc1cccc(-n2nc3c(c2NC(=O)c2c(F)cccc2F)CS(=O)(=O)C3)c1C,2,-6,8,-3,2,-1,8,10,-0.7,-12,1
CCOC(=O)N1CCN(C(=O)C(C)N(c2ccc(Oc3ccccc3)cc2)S(C)(=O)=O)CC1 (configuration not stated),9,4,3,9,3,4,3,3,-0.3,1,-10
